# GPR35 arrestin U2OS: inhibition of zaprinast-stimulated GPR35 beta-arrestin translocation – imaging, U2OS, beta-arrestin-GFP, zaprinast agonist, primary screen (AID 2058). inhibition, % at 10 µM, or IC50 in µM where a hit was titrated. 290,000 compounds, 0.052% hits. U2OS GPR35 beta-arrestin-GFP translocation imaging, zaprinast antagonism; higher % means a stronger effect;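 active = inhibition of at least 50% with at least 30 cells and total cytoplasm GFP at most 10,000,000; inconclusive = under 30 cells or total GFP of 10,000,000 plus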
# KOR beta-arrestin-1: KOR antagonists, beta-arrestin recruitment, cell-based, luminescence, uHTS (AID 1778); KOR beta-arrestin recruitment, luminescence, antagonist mode; higher % means a stronger effect; inhibition, % at 10 µM; hits with a dose series show IC50 in µM; 290,000 compounds, 0.091% hits; in the data active = inhibition above about 50%; also: strong numbers were not always called active
# West Nile antiviral: inhibition of WNV-induced cytopathic effect – cell-based, CPE readout (AID 1621) | West Nile virus-infected cells, CPE inhibition; higher % means a stronger effect | CPE inhibition, % at 10 µM, or IC50 in µM where a hit was titrated | 290,000 compounds, 0.02% hits; in the data active = a potency from the dose series; inconclusive = CPE inhibition mostly from about 3.7% at the one dose, without a potency; inactive = the rest, 99 in 100 with CPE inhibition below about 2.2%; also: strong numbers were not always called active
# HIV peptide binding: cell-free HIV fusion peptide-binding blockers – biochemical, uHTS, fluorescence dequenching, primary screen (AID 1986) | one-dose inhibition, % at 20 µM; IC50 in µM for titrated hits | cell-free peptide binding, fluorescence dequenching, 30 min; higher % means a stronger effect | 290,000 compounds, 0.3% hits; in the data active = inhibition mostly above about 52%, no sharp cut-off; inactive = mostly below about 76%; also: some results filed as inactive read as strong as hits
# NS5 inhibitors: Dengue-2 NS5 methyltransferase inhibitors, primary screen, biochemical, confirmation dose response (AID 588689); Dengue-2 NS5 methyltransferase capping enzyme assay, biochemical; higher % means a stronger effect; one-dose inhibition, % at 25 µM; IC50 in µM for titrated hits; 340,000 compounds, 0.3% hits; in the data active = a potency from the dose series; inconclusive = inhibition above about 29% without an active follow-up result
# NOD1 NF-kB reporter: NOD1 signaling inhibitors, primary screen, cell-based, luminescence, uHTS (AID 1578); NOD1-driven NF-kB luciferase reporter cells, luminescence; higher % means a stronger effect; one-dose inhibition, % at 4 µM; EC50 in µM for titrated hits; 290,000 compounds, 1% hits; in the data active = inhibition mostly above about 36%, no sharp cut-off; inactive = mostly below about 34%;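 also: HEK-293T reporter cells stimulated with the NOD1 agonist gamma-tri-DAP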
# GPR55 LPI antagonism: GPR55 antagonists blocking LPI-driven arrestin recruitment, primary screen, imaging, U2OS, beta-arrestin-GFP, LPI agonist (AID 2013); U2OS GPR55 beta-arrestin-GFP translocation imaging, LPI antagonism; higher % means a stronger effect; one-dose inhibition, % at 10 µM; IC50 in µM for titrated hits; 290,000 compounds, 0.13% hits;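 active = spots per cell inhibited over 60%, with over 100 cells counted and total cytoplasm intensity under 500,000; inconclusive = wells with under 100 cells, flagged as likely toxic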;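 also: U2OS cells stably carrying GPR55 and arrestin-GFP stimulated by 5 µM LPI near EC80; imaged beta-arrestin-GFP aggregate spots per cell after agonist stimulation; plate controls were LPI-stimulated DMSO wells for no effect and DMSO wells without LPI for full effect; some results filed as inactive read as strong as hits; confirmed hits need IC50 under 10 µM and bright autofluorescent wells are also inconclusive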
# GPR55 beta-arrestin: selective activators of receptor GPR55 – imaging, U2OS cells, beta-arrestin-GFP redistribution, primary screen (AID 1961) | U2OS GPR55 beta-arrestin-GFP redistribution imaging; higher % means a stronger effect | activation, % at 10 µM, or EC50 in µM where a hit was titrated | 290,000 compounds, 0.048% hits;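 active = activation above 40% with more than 50 cells counted in the well; inconclusive = wells holding fewer than 50 cells, flagged as toxic or sparse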;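 also: U2OS osteosarcoma cells stably expressing GPR55 and beta-arrestin-GFP; plate controls were DMSO negative control for no effect and LPI positive control for full effect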
# KOR beta-arrestin-2: KOR agonists, beta-arrestin recruitment, primary screen, cell-based, luminescence, uHTS (AID 1777); KOR beta-arrestin recruitment, luminescence; higher % means a stronger effect; activation, % at 10 µM; hits with a dose series show EC50 in µM; 280,000 compounds, 0.02% hits; in the data active = activation above about 50%, passing the limit was not always enough; also: a part of the inactive calls stands beside numbers as strong as those of hits
# NS5 inhibitors pilot replicate: further read-out of NS5 inhibitors, marked with its call; inhibition, %; measured here: pilot screen replicate inhibition
# * = called active by the depositor; ? = inconclusive; nt = no result given; [ ] = dose if it differs, or a comment. Some of the compounds tested; rates above refer to the full screens.
SMILES,GPR35 arrestin U2OS,KOR beta-arrestin-1,West Nile antiviral,HIV peptide binding,NS5 inhibitors,NOD1 NF-kB reporter,GPR55 LPI antagonism,GPR55 beta-arrestin,KOR beta-arrestin-2,others
Cn1cnnc1SCC(=O)Nc1ccc(Cl)cn1,-9%,-47%[20 µM],0.2%,-0.6%,5%,-19%,-17%,-0.1%,-4.4%,
COc1ccc(/C=N/Nc2nnc(Cc3ccc(OC)c(OC)c3)c(=O)[nH]2)cc1,1%,2%,-0.5%,-1.1%,-8%,-25%,8%,0.1%,1.0%,
Cc1ccc(C(=O)Nc2ncccc2S(=O)(=O)c2ccccc2)cc1,-4%,21%,0.2%,1.4%,0%,-11%,2%,-0.1%,-3.2%,
CC(C)Cc1nnc(NC(=O)CCC(=O)N2CCN(Cc3ccc(Cl)cc3)CC2)s1,-10%,2%,-0.6%,1.5%,2%,2%,-8%,-0.1%,-2.3%,
CCSc1nc2ccccc2n1CC(=O)O,12%,-28%[20 µM],-0.3%,1.3%,2%,-15%,3%,0.5%,nt,
O=C(NCc1nc2ccccc2[nH]1)c1cc2ccccc2oc1=O,7%,-6%,0.0%,-1.9%,2%,-11%,-8%,-0.1%,-10%,
Cc1cc(=O)oc2c(N)c(O)ccc12,1%,-5%,-0.3%,-1.3%,0%,-26%,-4%,-0.1%,-4.2%,
COc1ccc(CCC(=O)Nc2cc(Cl)ccc2OC)cc1,5%,-34%,-0.5%,-2.2%,4%,7%,-6%,-0.2%,1.8%,
O=C(NCCc1nnc2ccc(N3CCCC3)nn12)c1ccccc1,-5%,-8%,-0.8%,-0.6%,-1%,-20%,1%,-0.1%,4.4%,
O=C(CN1CCN(S(=O)(=O)N2CCOCC2)CC1)Nc1cc(Cl)cc(Cl)c1,0%,-15%,-0.6%,0.2%,1%,-20%,-2%,0.1%,4.8%,
COc1ccc(-n2nc(C(=O)NCC(=O)N3CCN(Cc4ccccc4)CC3)c3ccccc3c2=O)cc1,-4%,-24%,0.3%,0.6%,-6%,-17%,-8%,-0.2%,-3.5%,
O=C(CN(C(=O)Cn1nnc(-c2ccc(F)cc2)n1)c1cccc(F)c1)NC1CCCC1,-2%,-2%,-0.4%,1.2%,-7%,-5%,3%,0.3%,-3.3%,
COc1ccccc1C1C2=C(CC(C)(C)CC2=O)Nc2nnnn21 (centres undefined),-6%,8%,-0.2%,-1.9%,7%,-15%,-3%,-0.6%,-2.4%,
O=C(CCCc1ccccc1)c1ccc2c(c1)OCCO2,-6%,37%,-0.3%,2.2%,-2%,55%*,11%,0.3%,2.1%,
CCOC(=O)c1c(NC(=O)CSc2nnnn2C)sc(C)c1-c1ccc(C)cc1,-16%,-15%,nt,1.3%,-6%,22%,6%,0.2%,2.7%,
Nn1c(COc2cccc(Cl)c2)nc2ccccc2c1=O,-14%,nt,-0.6%,-0.6%,-3%,-20%,-10%,-0.4%,0.0%,
CN(CCC#N)C(=O)COC(=O)/C=C/c1cccs1,-2%,-7%,0.3%,1.0%,0%,-13%,18%,0.4%,-7.5%,
Cc1ccc2cc(C(c3nnnn3C3CCCC3)N(Cc3ccccc3)Cc3ccco3)c(=O)[nH]c2c1 (centres undefined),-2%,9%,0.7%,-0.2%,4%,-19%,-1%,-0.2%,21%,
COc1ccccc1/C=N/NS(=O)(=O)c1ccccc1,-8%,20%,-0.2%,0.4%,-5%,4%,-3%,0.4%,5.6%,
O=[N+]([O-])c1ccc2nc(-c3ccc(Cl)cc3)[nH]c2c1,9%,-32%,?,2.3%,-4%,21%,-15%,-0.5%,7.8%,
CC(C)Cc1ccc(/C=C/C(=O)NC2CC2)cc1,0%,10%,-1.2%,-2.2%,-2%,-24%,6%,-0.3%,8.3%,
CCN(C(=O)CN1CCN(c2ccccc2OC)CC1)c1c(N)n(Cc2ccccc2)c(=O)[nH]c1=O,-8%,-16%,1.3%,-1.4%,-3%,-14%,-4%,0.3%,0.8%,
COC(=O)c1c(NC(=O)c2nc3ncccn3n2)sc(C(=O)N(C)C)c1C,-1%,16%,nt,1.3%,nt,-15%,25%,0.0%,0.6%,
CCOC(=O)c1nnn(-c2nonc2N)c1-c1ccccc1Cl,-2%,-34%,-0.4%,-0.6%,-10%,-38%,-19%,-0.4%,5.4%,
Cc1ccc(-n2c(C)cc(C(=O)OCC(=O)N(CC(C)C)C3CCS(=O)(=O)C3)c2C)cc1 (centres undefined),13%,-22%,-0.6%,-1.9%,-7%,14%,3%,0.0%,-3.7%,
O=C(NCc1ccco1)c1c[nH]c2ccc(S(=O)(=O)N3CCOCC3)cc2c1=O,5%,21%,0.4%,-0.5%,-10%,-21%,-12%,-0.1%,-1.6%,
C/C(=N\NC(=O)CSCc1ccc([N+](=O)[O-])cc1)c1cccc(Br)c1,-4%,-41%,-0.9%,1.8%,1%,22%,-1%,-0.4%,2.4%,
CCOC(=O)N1CCN(C(=O)CSc2cc(C)nc3c(-c4ccccc4OC)c(C)nn23)CC1,-14%,-13%,1.0%,0.3%,-2%,-26%,-1%,-0.2%,-2.3%,
Cc1ccc(S(=O)(=O)NCC(=O)N(c2ccccc2)C(C(=O)NCc2ccccc2)c2ccco2)cc1 (centres undefined),0%,27%,-1.3%,2.6%,-5%,-20%,5%,-0.4%,5.4%,
Cc1ccc(C(=O)COc2nc(C)cc(C)c2C#N)cc1,24%,-13%,-1.0%,0.4%,2%,-32%,7%,0.0%,-1.0%,
COc1ccc(NC(=O)CN2CCN(S(=O)(=O)c3ccc(Cl)cc3)CC2)cc1,15%,9%,-0.2%,-0.7%,-6%,-6%,4%,0.0%,-4.7%,
NC(=O)[C@@H]1CCCNc2c(I)cc([N+](=O)[O-])cc2C(=O)N[C@@H](Cc2ccccc2)C(=O)N[C@@H](Cc2cnc[nH]2)C(=O)N1,-14%,9%,-0.5%,-1.1%,0%,-18%,2%,0.2%,-1.2%,
O=C(OC(C(=O)NCc1ccccc1)c1ccccc1)c1ccco1 (centres undefined),-2%,-1%,-0.5%,1.6%,2%,-23%,-2%,-0.1%,3.2%,
CC(=O)N1CCc2cc(N=NC3=C(O)CCCC3=O)ccc21,6%,9%,0.4%,6.5%,-25%,-40%,3%,-0.3%,-4.5%,
N#C/C(C(=O)N1CCOCC1)=c1/s/c(=C\c2ccccn2)c(=O)n1-c1ccccc1,-4%,-49%[20 µM],-0.1%,3.1%,8%,-31%,-3%,0.2%,2.3%,
O=C(OCc1nc2ccccc2[n+]([O-])c1C(=O)c1ccccc1)c1cccnc1,8%,-5%,1.0%,-1.1%,8%,-2%,14%,0.9%,1.6%,
CCCCCCOc1ccc(OCC(O)CN2C(=O)NC(C)(C)C2=O)cc1 (centres undefined),0%,-1%,-1.1%,1.2%,1%,-53%,-5%,-0.2%,0.7%,
c1ccc(-c2nnn(C34CC5CC(CC(C5)C3)C4)n2)cc1,3%,11%,0.6%,0.5%,-6%,-24%,-3%,0.5%,1.3%,
Cc1ccc(-c2cc(C(=O)N3CC(C)CC(C)C3)c3ccccc3n2)o1 (centres undefined),2%,-3%,-0.3%,6.0%,-19%,-50%,3%,0.1%,1.0%,
CCn1cc(CNC(=O)c2ccc3nc(Cc4ccccc4F)oc3c2)cn1,5%,-30%,0.1%,-0.2%,-13%,-22%,-12%,-0.1%,1.0%,
COCCn1nnnc1C(c1ccc(OC)c(OC)c1)N1CCc2ccccc21 (centres undefined),3%,8%,-0.3%,-0.7%,-3%,-21%,2%,-0.2%,-1.0%,
Cc1nnc(N/N=C/c2ccccc2F)n1N,-8%,-39%,0.7%,1.8%,-1%,-10%,2%,0.0%,4.6%,
CCC1=C(OC(=O)N(CC)CC)N2C(=O)OC(=NCC(=O)OC)[C@]2(C)[C@H]2C1=CC[C@H]1C(=O)N(CC)C(=O)[C@H]12,8%,19%,-0.5%,0.2%,2%,2%,0%,0.8%,-1.3%,
c1ccc(Nc2nc(-c3cccnc3)cs2)nc1,-1%,-10%,0.3%,-2.9%,-2%,-2%,-18%,-2.0%,5.7%,
COc1ccc(CC2(CO)CCN(Cc3ccc4c(c3)CCO4)CC2)cc1,-12%,1%,-0.2%,0.1%,4%,-15%,2%,0.1%,-3.2%,
CC(=O)Cc1cc(=O)c2c(C)cc(O)c(C3OC(CO)C(O)C(O)C3O)c2o1 (centres undefined),-8%,16%,1.2%,2.3%,7%,-4%,-9%,0.0%,-1.1%,
C/C(=N\NC(=O)C1(C)NC(C)(C)Cc2ccccc21)c1ccccc1 (centres undefined),11%,21%[20 µM],-1.1%,-0.4%,1%,-18%,10%,-0.1%,-5.5%,
CCN(CCn1cccn1)C(=O)CC1C(=O)NCCN1Cc1ccc(OC)c(OC)c1 (centres undefined),-8%,-4%[20 µM],-0.8%,1.4%,4%,-28%,15%,0.5%,nt,
Cc1oc2cc(O)cc(O)c2c(=O)c1-c1ccc2c(c1)OCCCO2,9%,-20%,0.5%,1.7%,-8%,-77%,-6%,0.0%,3.4%,
CCOc1cc2[nH]c(=S)n(C(C)C)c(=O)c2cc1OCC,11%,-46%,-0.5%,-0.2%,-2%,2%,16%,-0.1%,8.5%,
CC(C)Oc1ccc(C(=O)NC2(C(F)(F)F)N=C3SCCN3C2=O)cc1 (centres undefined),-8%,9%,0.9%,1.5%,7%,-18%,18%,0.3%,5.0%,
COc1ccccc1-c1coc2c(CN(C)C)c(O)ccc2c1=O,-10%,-9%[20 µM],-0.5%,-0.3%,-2%,-13%,4%,0.6%,-6.0%,NS5 inhibitors pilot replicate=0.0
CC(=O)N(\C=C/C=C/C=C1\Sc2ccccc2C1=O)c1ccccc1,21%,-26%,-0.5%,77%,-4%,0%,15%,0.2%,-2.2%,
Cc1ccc(CNS(=O)(=O)c2cn(C)cn2)cc1,13%,1%,1.2%,-2.3%,-2%,-6%,-1%,-0.1%,-4.1%,
Cc1cc(C)cc(NC(=O)CSc2nnc(C3CC3)n2CC2CCCO2)c1 (centres undefined),6%,-38%,-0.5%,0.3%,7%,-8%,12%,-0.2%,4.7%,
CC1(C)Cc2c(sc(NC(=O)c3ccc(C(=O)c4ccccc4)cc3)c2C#N)C(C)(C)N1,-12%,-11%,-0.3%,0.2%,-5%,-7%,0%,1.4%,1.1%,

# Assay outcomes as filed in PubChem.
